Apoferritin bind – binds horse apoferritin like a general anesthetic | P02791 | 350,000 tested, 0.074% active | apoferritin/1-aminoanthracene competitive binding, fluorescence | Potency, µM (highest dose often 77.5 µM), for the others: at the highest dose activity change, negative = displacement, most hits filed as inhibitors; also: potency is read from the fitted curve at half-maximal effect; % is scaled to controls: 0 for no effect and ±100 for the full control effect; nearly all actives have a fitted effect of over 20% in size
Target sequence (P02791 2-175 limits assumed): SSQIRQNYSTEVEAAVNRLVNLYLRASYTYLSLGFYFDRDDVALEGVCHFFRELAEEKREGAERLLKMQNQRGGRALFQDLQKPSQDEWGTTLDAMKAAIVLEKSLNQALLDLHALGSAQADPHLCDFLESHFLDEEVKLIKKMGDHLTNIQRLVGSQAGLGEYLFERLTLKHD
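Horse-spleen apoferritin (10 uM) in 50% saturated 1-aminoanthracene in PBS was incubated 10 min at room temperature with compound. Fluorescence (ex 380, em 535 nm) was normalized to free and bound 1-AMA, with concentration-response fitted by a four-parameter Hill equation.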
BLM inh – inhibitors of human Bloom syndrome helicase BLM | P54132 | recombinant BLM DNA unwinding, fluorescence dequenching | Potency, µM (top dose mostly 56.1 µM), without a hit: at the highest dose activity change, negative = inhibition, hits mostly inhibitors | 350,000 tested, 0.2% active | AID 2528;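 also: potency is read from the fitted curve at half-maximal effect; plate controls were vehicle for no effect and no enzyme for full effect; nearly all actives have a fitted effect of over 35% in size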
Tb PGK inh – T. brucei PGK inhibition; PGK/GAPDH coupled, Kinase-Glo luminescence, 60 min; 380,000 tested, 0.043% active; Potency, µM (doses to about 57.5 µM), for the others: top-dose activity change, negative = inhibition, hits mostly inhibitors; P07378; also: potency is read from the fitted curve at half-maximal effect; % is scaled to controls: 0 for no effect and ±100 for the full control effect; nearly all actives have a fitted effect of over 60% in size
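Luminescent ATP detection (Kinase-Glo Plus) follows a 60-minute room-temperature incubation, with wells lacking PGK as controls. Buffer: 100 mM TEA (pH 7.6), 5 mM MgCl2, 0.01% Tween-20. Coupling enzyme GAPDH (100 nM final) supplies unstable 1,3-BPG in-well.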
Pol eta inh – DNA polymerase eta (human) inhibition; Q9Y253; recombinant Pol eta, fluorescent DNA replication assay; Potency, µM (titrated, usually from 114 µM), inactives show at the highest dose activity change, negative = inhibition, actives largely listed as inhibitors; 390,000 tested, 1.2% active; AID 588591; also: potency is read from the fitted curve at half-maximal effect; % is scaled to controls: 0 for no effect and ±100 for the full control effect
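Fluorescent replication assay: 50 nM final substrate added after a 15 min room-temperature compound preincubation with 10 nM enzyme. Signal taken at 0 min and again at 10 min.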
Pol kappa inh – inhibitors of human DNA polymerase kappa | Q9UBT6 | purified Pol kappa, fluorescent DNA synthesis assay, 10 min | Potency, µM (doses to about 107 µM), for inactives: at the highest dose activity, negative = inhibition, usual class: inhibitors | 400,000 tested, 0.53% active | AID 588579; also: potency is read from the fitted curve at half-maximal effect; % is scaled to controls: 0 for no effect and ±100 for the full control effect
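Kinetic fluorescence screen: compound preincubated 15 min RT with 10 nM enzyme; 50 nM substrate (final) initiates; reads at 0/10 min.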
APEX1 inh – APE1 (human) endonuclease inhibition; recombinant APE1, TAMRA/BHQ-2 abasic DNA cleavage fluorescence; Potency, µM (series often up to 65.8 µM), without a hit: at the top dose activity change, negative = inhibition, actives largely listed as inhibitors; 350,000 tested, 0.35% active;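 also: potency is read from the fitted curve at half-maximal effect; plate controls were vehicle for no effect and reference inhibitor for full effect; nearly all actives have a fitted effect of over 55% in size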
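Readout is kinetic fluorescence (ex 525, em 598 nm) from cleavage of 50 nM TAMRA/BHQ-2 THF abasic duplex by 0.75 nM APE1, compound added 15 min beforehand at RT.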
RXFP1 antagonist – blocks the human relaxin receptor RXFP1; AID 1259400; 350,000 tested, 0.59% active; activity change, negative = inhibition, % at 57.5 µM; HEK293-RXFP1, relaxin-stimulated cAMP HTRF, 30 min; hits give low values;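 active = activity change of -60% or lower, but not beyond a set lower limit; inconclusive = change between -60% and -40%, or beyond the set limit; inactive = change above -40%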; also: % is scaled to controls: 0 for no effect and ±100 for the full control effect
Target sequence (Q9HBX9 whole entry, looked up): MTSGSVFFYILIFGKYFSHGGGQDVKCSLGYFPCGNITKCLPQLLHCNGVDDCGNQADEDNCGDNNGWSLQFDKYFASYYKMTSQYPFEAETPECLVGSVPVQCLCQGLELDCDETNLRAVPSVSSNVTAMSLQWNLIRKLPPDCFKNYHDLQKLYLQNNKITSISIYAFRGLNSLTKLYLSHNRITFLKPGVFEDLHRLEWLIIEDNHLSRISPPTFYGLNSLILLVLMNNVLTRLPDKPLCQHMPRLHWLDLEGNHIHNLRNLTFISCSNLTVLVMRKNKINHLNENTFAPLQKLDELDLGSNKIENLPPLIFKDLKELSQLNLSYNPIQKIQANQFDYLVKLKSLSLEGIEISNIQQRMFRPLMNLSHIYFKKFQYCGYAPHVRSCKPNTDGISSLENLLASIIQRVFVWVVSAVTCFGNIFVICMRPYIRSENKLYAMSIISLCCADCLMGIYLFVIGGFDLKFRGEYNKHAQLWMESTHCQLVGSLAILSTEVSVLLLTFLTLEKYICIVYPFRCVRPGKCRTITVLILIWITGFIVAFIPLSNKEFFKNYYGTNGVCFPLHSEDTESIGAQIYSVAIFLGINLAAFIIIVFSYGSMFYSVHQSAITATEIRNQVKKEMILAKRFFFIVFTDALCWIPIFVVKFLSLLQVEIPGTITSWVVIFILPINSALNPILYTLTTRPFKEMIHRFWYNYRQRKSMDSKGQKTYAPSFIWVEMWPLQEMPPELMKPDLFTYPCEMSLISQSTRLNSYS
Pol beta inh – inhibitors of human DNA polymerase beta; Pol beta primer extension/strand displacement, fluorescence kinetic; Potency, µM (doses to about 114 µM), inactives show at the highest dose activity change, negative = inhibition, actives largely listed as inhibitors; 340,000 tested, 1.3% active; AID 485314; also: potency is read from the fitted curve at half-maximal effect; % is scaled to controls: 0 for no effect and ±100 for the full control effect
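Pol beta (10 nM) and compounds were preincubated 15 min at room temperature, then 50 nM substrate (final) started primer extension/strand displacement. Reads were taken at 0 and 10 min; concentration-response data were fitted to a four-parameter Hill equation.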
Pol iota inh – inhibitors of human DNA polymerase iota. Pol iota fluorescent replication assay, 10 min. 390,000 tested, 1% active. AID 588590. Q9UNA4. Potency, µM (doses to about 115 µM), for inactives: top-dose activity, negative = inhibition, most hits filed as inhibitors; also: potency is read from the fitted curve at half-maximal effect
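Fluorescent replication assay read twice, at 0 min and 10 min after adding 50 nM (final) substrate. Enzyme (10 nM) and compounds were first incubated 15 min at room temperature; enzyme-free buffer wells were negative controls.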
Numbers without * were called inactive; i = inactive; ? = inconclusive; nt = not tested or not shown; & = joins results of further samples; [ ] = remark or other dose. Unless noted, calls follow the shape of the dose curve; as a rule, active = well fitted curve in the direction sought with a large enough effect; inconclusive = small, poorly fitted or top-dose-only effect, or another doubt; inactive = no such curve, though single readings can be large; an effect the other way counts as inactive or inconclusive. This is a subset; rates above refer to the full screens.

The opening four compounds, to show the layout:
SMILES	Apoferritin bind	BLM inh	Tb PGK inh	Pol eta inh	Pol kappa inh	APEX1 inh	RXFP1 antagonist	Pol beta inh	Pol iota inh
C/C(=N\NC(=O)CCn1nnc2ccccc21)c1cccs1	-8%	-2%	i	-7%	-8%	2%	3	1%	39%[activator]
Cn1c(CNc2ccc(Cl)cc2)nc2ccccc21	-13%	-5%	-7%	-5%	-6%	-2%	-12	0%	1%
O=C(Nc1ccccc1N1CCOCC1)c1ccccc1NS(=O)(=O)c1ccc(F)c(F)c1	-22%	-3%	-5%	3%	-11%	3%	2	1%	?
COc1ccc(S(=O)(=O)N2Cc3ccccc3CC2C(=O)Nc2ccc(O)cc2)cc1OC (stereo not given)	-17%	-2%	1%	-16%	-12%	?	nt	-1%	-3%

Main list, from the first entry:
SMILES	Apoferritin bind	BLM inh	Tb PGK inh	Pol eta inh	Pol kappa inh	APEX1 inh	RXFP1 antagonist	Pol beta inh	Pol iota inh
C/C(=N\NC(=O)CCn1nnc2ccccc21)c1cccs1	-8%	-2%	i	-7%	-8%	2%	3	1%	39%[activator]
Cn1c(CNc2ccc(Cl)cc2)nc2ccccc21	-13%	-5%	-7%	-5%	-6%	-2%	-12	0%	1%
O=C(Nc1ccccc1N1CCOCC1)c1ccccc1NS(=O)(=O)c1ccc(F)c(F)c1	-22%	-3%	-5%	3%	-11%	3%	2	1%	?
COc1ccc(S(=O)(=O)N2Cc3ccccc3CC2C(=O)Nc2ccc(O)cc2)cc1OC (stereo not given)	-17%	-2%	1%	-16%	-12%	?	nt	-1%	-3%
Cc1ccccc1OCC(=O)NCC(C)(C)N1CCOCC1	nt	nt	i	-26%	-4%	18%	8	nt	27%
O=C1/C(=C/c2cccnc2)CCc2c1[nH]c1ccccc21	?	-6%	1%	-13%	1%	0%	-39	-16%	83%[activator]
COc1ccc(-n2cnc3c(N)nc(N)nc32)cc1	nt	nt	4%	-21%	-2%	nt	-1	nt	97%[activator]
Cc1cc2c(cc3c(SCc4ccc(Cl)cc4)nnc(C)n32)o1	-3%	-9%	i	-21%	-13%	nt	-1	20%	2%
CC(C)c1ccc(-n2cnn(-c3ncccc3[N+](=O)[O-])c2=O)cc1	-22%	1%	4%	-28%	-5%	3%	-17	-20%	119%[activator]
O=C(Nc1cccc(S(=O)(=O)N2CCOCC2)c1)c1cc2ccccc2o1	-12%	-1%	-1%	-5%	-8%	1%	-16	-2%	-13%
Cn1c(=O)n(C)c2cc(NC(=O)c3cc4ccccc4o3)ccc21	-11%	-2%	-3%	-19%	-10%[60.1 µM]	-5%	9	-15%	16%
O=C(O)c1cccc(S(=O)(=O)Nc2ccc(OCc3ccccc3)cc2)c1	-9%	-2%	-8%	-18%	3%	16%	-4	18%	-7%
O=C(Cn1cc2c(n1)CCCCC2)NCc1cccs1	-4%	-1%	i	-9%	4%	-1%	nt	-1%	23%
COc1cc(OC)cc(C(=O)Nc2ccc3oc(-c4ccccc4C)nc3c2)c1	0%	-13%	-9%	-10%	-18%	nt	-8	2%	18%
CC(C)(C)OC(=O)NCCCC[C@H](NC(=O)c1[nH]cnc1C(=O)N[C@@H](Cc1ccccc1)C(=O)OC(C)(C)C)C(=O)OC(C)(C)C	-8%	-17%	8%	-29%	-15%	?	nt	-15%	26%

Reformatted: entries from further up.
Values run as follows: Apoferritin bind, BLM inh, Tb PGK inh, Pol eta inh, Pol kappa inh, APEX1 inh, RXFP1 antagonist, Pol beta inh, Pol iota inh
COc1ccc(-n2cnc3c(N)nc(N)nc32)cc1
    nt, nt, 4%, -21%, -2%, nt, -1, nt, 97%[activator]
Cn1c(=O)n(C)c2cc(NC(=O)c3cc4ccccc4o3)ccc21
    -11%, -2%, -3%, -19%, -10%[60.1 µM], -5%, 9, -15%, 16%

(list continues)
SMILES	Apoferritin bind	BLM inh	Tb PGK inh	Pol eta inh	Pol kappa inh	APEX1 inh	RXFP1 antagonist	Pol beta inh	Pol iota inh
CC(Sc1nnc(-c2ccc(OC(F)F)cc2)o1)C(=O)NCC1CCCO1 (stereo not given)	-7%	-6%	i	-6%	-18%	-2%	-4	15%	0%
O=C(NCc1cccc(Cl)c1)c1ccc(NC(=O)N2CC3CCCN3c3ccccc32)cc1 (stereo not given)	?	-8%	4%	-22%	-5%	nt	-2	4%	17%
CCOc1ccc(S(=O)(=O)NCCC(=O)N(C)Cc2ccc(C)o2)cc1	nt	nt	3%	-13%	-17%	-9%	7	nt	7%
CCN(C(=O)CCNC(=O)Cn1cnc2ccccc2c1=O)c1ccccc1F	-2%	2%	-11%	-14%	-4%	1%	5	24%	74%[activator]
CC1=C(C#N)C(c2ccoc2)C(C(=O)OCc2ccccc2)=C(N)S1 (stereo not given)	-13%	-17%	-7%	-7%	-7%	-4%	-12	3%	?
CCOC(=O)c1sc(=S)n(CC)c1NC(=O)CC	-5%	-3%	-6%	-1%	-10%	10%	9	19%	-6%[58.9 µM]
COc1ccccc1CNC(=O)Cc1csc2nc(-c3ccccc3)cn12	6%	1%	-3%	-24%	-11%[60.1 µM]	nt	-9	1%	31%[activator]
Cc1ccc(-c2cc(N)n(-c3ccccc3)n2)cc1	-9%	2%	-5%	-15%	-4%	-4%	-6	4%	-1%
O=C(Nc1ccccc1C(=O)O)c1cc(S(=O)(=O)N2CCCCC2)c(Cl)cc1Cl	-8%	-1%	-7%	-10%	-6%	49%	-22	7%	12%
COc1ccccc1CCNC(=O)Cc1c(C)c2cc3c(C)coc3cc2oc1=O	-12%	-4%	-5%	-17%	-14%	nt	1	0%	15%
O=c1[nH]c2ccc(NC(=S)Nc3ccccc3)cc2[nH]1	0%	-9%	-9%	-16%	-5%	-6%	-7	16%	112%[activator]
CCOC(=O)N1CCc2c(sc3c2c(=O)n(-c2ccc(Cl)cc2)c(=O)n3Cc2cccc(OC)c2)C1	-1%	-4%	3%	-15%	-11%	nt	7	7%	26%
COc1ccc(C(=O)c2c[nH]c(C(=O)NCCCn3ccnc3)c2)cc1	-2%	-1%	7%	4%	2%	0%	-5	-6%	137%[activator]
O=C1C2CCC(C2)[C@@H]2CCCCN12 (stereo not given in full)	?	-1%[120 µM]	nt	nt	-18%[158 µM]	-2%[120 µM]	nt	nt	nt
CCCCOC(=O)c1ccc(NC(=O)CSc2nncn2C)cc1	?	-2%	-10%	-18%	-13%	0%	-4	3%	-9%
COc1cccc2c1Oc1cc([N+](=O)[O-])cc(N(C)C(C)=O)c1C=C2	-12%	-6%	-9%	-10%	5%	2%	-5	12%	-20%
CCC(O)(c1ccccc1)C(CN1CCOCC1)c1ccccc1 (stereo not given)	-8%	0%	i	-15%	-7%	18%	0	-5%	-18%
Oc1ccc(-c2nccc(-c3cccs3)n2)cc1	?	-4%	9%	-6%	-3%	-4%	13	-1%	11%
O=C(CSCc1ccc(Cl)cc1)N/N=C/c1c(Cl)cccc1Cl	-10%	-1%	-2%	-7%	-2%	6%	nt	35%	21%
COc1ccccc1N1CCN(C(=O)c2c(C)oc3ncn(CC(C)C)c(=O)c23)CC1	-2%	2%	-1%	-17%	-8%	nt	nt	-1%	16%
COc1ccc(N(CC(=O)NCc2ccc(F)cc2)S(=O)(=O)c2c(C)n[nH]c2C)cc1	-2%&-3%	-5%&0%	2%&-8%	-2%&-25%	-8%&-2%	?	12	40%&-3%	-18%&7%
CCCCCCCCCCC(C)(C)C(=O)Nc1c(OC)cc(OC)cc1OC	4%	-13%	nt	nt	?	-5%	nt	nt	?
COc1ccccc1NS(=O)(=O)c1cc(NC(=O)c2ccccc2[N+](=O)[O-])ccc1N1CCOCC1	nt	nt	-8%	-20%	0%	1%	-7	nt	47%[activator]
CCOC(=O)N1CCN(S(=O)(=O)c2ccc3c(c2)CC(C)N3C(=O)C2CC2)CC1 (stereo not given)	-14%	-1%	i	-7%	9%	54%[activator]	7	-14%	63%[activator]
O=c1c2ccccc2nc(SCc2cc(F)cc3c2OCOC3)n1Cc1ccco1	-3%	-1%	6%	-18%	-5%	-2%	-1	-19%	30%[activator]
O=C1CN(C(=O)COC(=O)c2cccnc2Cl)c2ccccc2N1	-4%	1%	1%	3%	-19%	-5%	-11	19%	158%[activator]
CCOC(=O)c1c(NC(=O)CNCCO)sc(C)c1C	?	4%	5%	-12%	-10%	-1%	-9	-4%	3%
CCOC(=O)c1csc(NC(=O)c2ccc3c(c2)OCCO3)n1	2%	-2%	-4%	-18%	3%	1%	?	8%	79%[activator]
O=C1CS/C(=C\[N+](=O)[O-])N1c1ccccc1	?	0%	0%	1%	-21%	-4%	-7	1%	-4%
Cc1cc(C(=O)OCC(=O)N2CC(C)OC(C)C2)c2ccccc2n1 (stereo not given)	nt	nt	-9%	-17%	-15%	40%	-2	nt	46%[activator]
Clc1ccc(CSc2nnc(NC3=NCCCCC3)s2)cc1	-12%	-7%	1%	-11%	-16%	4%	-24	-2%	-4%
O=C(Nc1ccc(S(=O)(=O)N2CCCC2)cc1)c1cc(F)c(F)cc1Cl	-20%	-12%	-1%	-5%	-23%	-16%	-5	10%	10%
CCOc1cc(-c2n[nH]c(=S)n2Cc2ccccc2)ccc1OC(F)F	nt	nt	-4%	-11%	-6%	-10%	-17	nt	-12%
CC(=O)c1sc(NC(=O)CCN2C(=O)c3ccccc3C2=O)nc1C	-16%	-1%	i	-6%	-1%	2%	0	38%	18%
COc1ccccc1NC(=O)N1CCN(c2ccccn2)CC1	-3%	-3%	-6%	-24%	0%	10%	nt	12%	26%

Screens (PubChem)
